LEDGF integ inh: blocks HIV-1 LEDGF/p75-dependent DNA integration; TR-FRET IN-LEDGF/p75 DNA integration, Eu/Cy5; inhibition, % at 3.7 µM; hit rate 0.64% among 370,000; AID 743269;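 active = inhibition above the screen-wide mean plus 3 SD, cut at about 13% in these data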;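 also: signal is the Cy5 over europium emission ratio at 671 and 618 nm; 0% = plate median of compound wells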
UHRF1 binding: UHRF1 methyl-DNA binding inhibition. Q96T88. UHRF1 binding to methylated oligo, TR-FRET. inhibition, % at 4.4 µM. hit rate 0.75% among 370,000. AID 687016; in the data active = inhibition above about 21%;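 also: UHRF1 SRA domain binding a hemimethylated CpG hairpin DNA probe; 0% = median of test compound wells and 100% = reference inhibitor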
PRMT1 inh: blocks human protein arginine methyltransferase 1. hit rate 1.3% among 370,000. AID 652257. recombinant PRMT1, activity-based probe fluorescence polarization. Q99873. inhibition, % at 2.79 µM;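 active = inhibition above about 21% made by adding two undisclosed values, limit read from the data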
Target sequence (Q99873 whole entry, looked up): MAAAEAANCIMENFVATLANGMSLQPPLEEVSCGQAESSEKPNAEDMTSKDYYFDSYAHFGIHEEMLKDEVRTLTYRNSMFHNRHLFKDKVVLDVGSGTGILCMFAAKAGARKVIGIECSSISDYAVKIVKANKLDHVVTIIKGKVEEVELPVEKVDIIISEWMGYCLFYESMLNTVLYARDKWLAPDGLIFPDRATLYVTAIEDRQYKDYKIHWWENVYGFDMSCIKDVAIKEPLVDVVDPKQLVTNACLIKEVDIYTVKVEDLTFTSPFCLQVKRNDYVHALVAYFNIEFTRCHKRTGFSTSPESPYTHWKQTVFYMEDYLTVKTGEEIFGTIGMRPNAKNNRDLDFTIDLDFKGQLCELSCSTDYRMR
KLK7 zymogen act: proKLK7 (human) activation, primary screen; purified proKLK7, EDANS-DABCYL substrate fluorescence; 100% is mature enzyme control, 0% vehicle; activation, % at 7 µM; hit rate 0.9% among 370,000; AID 652039;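 active = activation above the mean of all tested compounds plus 3 SD, computed per campaign excluding outliers beyond control limits, cut at about 13% in these data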
Tn7 DDE FP: inhibitors of Tn7 peptide binding to human fibrin DD(E); P02675; FP displacement of FITC-Tn7 peptide from fibrin DD(E); 0% = median of compound wells per plate; inhibition, % at 8.3 µM; hit rate 0.13% among 370,000;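 active = inhibition above the mean of compounds falling within the control limits plus 3 SD of them, cut at about 14% in these data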;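 also: 0% = plate median of compound wells and 100% = 10 µM Aha-Tn7 peptide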
Target sequence (P02675 whole entry, looked up): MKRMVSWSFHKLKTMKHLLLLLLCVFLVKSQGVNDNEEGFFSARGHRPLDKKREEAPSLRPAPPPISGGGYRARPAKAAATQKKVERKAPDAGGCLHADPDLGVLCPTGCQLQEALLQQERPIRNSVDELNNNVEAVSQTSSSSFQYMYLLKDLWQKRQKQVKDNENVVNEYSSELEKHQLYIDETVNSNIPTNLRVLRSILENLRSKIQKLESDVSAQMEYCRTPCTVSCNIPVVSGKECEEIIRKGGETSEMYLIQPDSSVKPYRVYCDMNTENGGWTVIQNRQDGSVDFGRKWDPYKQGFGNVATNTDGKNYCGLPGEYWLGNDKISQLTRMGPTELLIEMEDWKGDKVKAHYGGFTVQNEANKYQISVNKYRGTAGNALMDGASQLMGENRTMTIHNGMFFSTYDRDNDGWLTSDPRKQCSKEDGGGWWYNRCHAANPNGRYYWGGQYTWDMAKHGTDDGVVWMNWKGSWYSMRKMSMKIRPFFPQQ
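Test system – human fibrin DD(E) · Times – 10 min preincubation, 3 h with tracer, room temperature · Detection – fluorescence polarization of the labelled Tn7 tracer · Measure – percent inhibition normalized to high-control wells · Benchmarks – high control wells with 10 µM unlabelled Aha-Tn7 peptide (full inhibition) · Repeats – singlicate testing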
SIAE primary: blocks human sialic acid acetylesterase. SIAE FP-Rh probe binding, fluorescence polarization. hit rate 0.69% among 370,000. AID 1053197. Q9HAT2. inhibition, % at 9.66 µM;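 active = inhibition above a cutoff: mean of compounds within the control limits plus 3 SD of those, cut at about 17% in these data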;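 also: 0% = plate median of compound wells and 100% = probe without SIAE protein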
TDP2 inh: TDP2 (human) inhibition, absorbance primary screen; O95551; recombinant TDP2, T5PNP hydrolysis, p-nitrophenol absorbance 415 nm; inhibition, % at 12.8 µM; hit rate 0.34% among 370,000;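 active = inhibition above the mean of all tested compounds plus 3 SD, set per campaign, cut at about 25% in these data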;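 also: 0% = DMSO with enzyme and 100% = buffer with substrate but no TDP2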
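Test system: human TDP2 enzyme; Input: 120 nM TDP2 per well; Buffer or medium: Mg2+-containing Tris-HCl buffer, pH 7.5; Reagent: 5 mM T5PNP; Dosing: 12.8 µM single point, 1% DMSO; Incubation: reaction 2 h, 37 °C; Detection: p-Nitrophenol epi absorbance; Read-out: % inhibition relative to enzyme-containing and enzyme-free wells; Replicates: single well per compound.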
MBD2 DNA inh: inhibitors of human MBD2 binding to methylated oligonucleotide; Q9UBB5; TR-FRET; inhibition, % at 4.4 µM; hit rate 0.31% among 370,000; AID 686964; in the data active = inhibition above about 13%
TCR-CD3 inh: inhibitors of human TCR-CD3 interaction; TAMRA-labeled TCR probe fluorescence, biochemical; inhibition, % at 9.4 µM; hit rate 0.37% among 360,000; in the data active = inhibition above about 19%;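 also: recombinant mutant TCR 2C K166C tagged with TAMRA read by polarization; 0% = receptor in buffer alone and 100% = receptor with positive control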
DDE Tn6 FP inh: inhibitors of Tn6 peptide binding to human fibrin DD(E). P02675. hit rate 0.21% among 370,000. inhibition, % at 8.3 µM. AID 720509. Fibrin DD(E) TRITC-Tn6 fluorescence polarization displacement;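 active = inhibition above a per-campaign cutoff: mean of compounds within control limits plus 3 SD, cut at about 15% in these data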;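 also: 0% = median of all compound wells on the plate and 100% = blocking peptide control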
* hit, by the source's call; nt = no result given.

SMILES	LEDGF integ inh	UHRF1 binding	PRMT1 inh	KLK7 zymogen act	Tn7 DDE FP	SIAE primary	TDP2 inh	MBD2 DNA inh	TCR-CD3 inh	DDE Tn6 FP inh
CC(=O)c1ccc(NC(=O)C(=O)c2cn(CC(=O)N3CCCCC3)c3ccccc23)cc1	1	1	-2	-0.1	6	1	-12	-4	4	2
CCOC(=O)Cn1nnc(-c2ccc([N+](=O)[O-])cc2)n1	-5	1	14	-0.4	5	-10	-8	6	0	-8
CC(C)N(C(=O)[C@H]1C[C@H](CC(=O)NCC23CC4CC(CC(C4)C2)C3)C(=O)N2CCc3c([nH]c4ccc(Cl)cc34)[C@]12C)C(C)C	-2	-1	-3	-0.2	5	2	0	-3	3	8
O=C(N[C@H](C(=O)O)c1ccccc1)C1CCC(Cn2cnc3ccccc3c2=O)CC1 (some centres undefined)	2	-1	6	0.6	-1	-10	2	-2	-3	-5
CN(c1ccccc1)S(=O)(=O)c1cccc(NC(=O)CN2C(=O)NC3(CCCC3)C2=O)c1	3	1	3	0.1	1	-10	7	0	9	-2
S=c1nc(C2CCCCC2)n(-c2ccccc2)[nH]1	3	-2	8	0.3	-1	3	5	-2	4	5
O=C(NCC1CCCO1)C(=O)NCC(c1ccco1)N1CCN(c2ccccc2)CC1 (centres undefined)	-4	4	1	-0.1	-4	-7	-17	5	-7	-8
CCCCc1nnc(NC(=O)C23CC4CC(CC(NC(C)=O)(C4)C2)C3)s1	1	-2	1	0.6	-5	-4	10	5	4	2
COC(=O)c1cc(Br)c(=O)n(CCc2ccc(O)cc2)c1	4	1	1	-0.2	5	2	4	1	1	-1
COC(=O)Cc1cccc2c(=O)c3ccccc3oc12	-1	-1	8	1.2	0	-3	-3	1	-1	-8
COC(=O)Cn1c(CCS(=O)(=O)c2ccc(Cl)cc2)nc2ccccc21	2	-1	0	0.4	2	-4	5	1	0	7
O=C(N/N=C/c1ccc(N2CCOCC2)s1)c1ccccc1Br	-1	4	6	-0.2	9	1	3	1	-3	0
C=CCNc1nnc(C)c2ccccc12	3	-2	-2	-0.3	3	-10	-8	3	-6	-2
CC(NC(=O)COC(=O)C1CC1C)c1cccc(Cl)c1 (centres undefined)	-2	1	2	0.1	3	-1	-1	-1	-3	0
O=C(CNC(=O)c1ccco1)Nc1ccc(N2CCCCCC2)cc1	-8	1	1	0.4	3	2	1	-1	6	3
CCC(=O)OCC(=O)c1cc(C)n(-c2ccc(Br)cc2)c1C	4	1	-1	0.2	-3	4	0	-1	2	-5
O=C(NCc1ccncc1)C(=O)Nc1nc2ccccc2s1	-4	-1	0	-0.1	7	4	2	-6	6	2
O=C(Nc1ccc2c(c1)OCO2)NC1CCCCN(Cc2cccc(Cl)c2)C1=O (centres undefined)	-4	2	3	-0.4	4	0	5	4	nt	2
CCOC(=O)C1CC(c2ccccc2)=NNC1=O (centres undefined)	6	4	0	0.3	-9	-3	9	2	4	8
CCOC(=O)CC[C@@H]1CC[C@]2(CCCN(C(=O)C3CCCC3)C2)O1	-4	1	-1	0.6	-4	2	4	1	nt	10
O=C(CSc1ncccn1)Nc1ccc(S(=O)(=O)N2CCCCC2)cc1	1	-1	-1	-0.3	-8	-10	-5	1	2	-4
COc1ccc(Cc2noc(=O)[nH]2)cc1	4	1	-4	0.2	-3	13	-5	-5	-2	1
CC(C)(C)c1ccc(OCCON2C(=O)CCC2=O)c(Cl)c1	5	2	2	0.0	2	4	-1	5	-2	1
Cc1ccccc1NC(=O)COc1nsnc1N1CCOCC1	-4	4	3	0.2	5	-3	6	-2	-10	4
COc1ccc(CCNc2ccc([N+](=O)[O-])cn2)cc1	-5	-1	0	0.3	5	-4	-4	-8	3	5
Cc1cn([C@H](C(=O)NCCCCCCCCCCC(=O)N2CCN(C(=O)OC(C)(C)C)CC2)[C@@H](C)O)nn1	0	0	-5	0.5	-5	1	-1	-3	-1	0
O=C(/C=C/c1ccc(F)cc1)NC(=S)Nc1ccccc1C(=O)NC1CCCCC1	-1	-2	-1	-0.8	1	-13	3	1	-6	3
CC1CCCN(S(=O)(=O)c2cccc(C(=O)NCC3CCCO3)c2)C1 (centres undefined)	3	3	-4	-0.4	-5	1	5	-4	11	0
O=[N+]([O-])c1cccc2nc(-c3ccccc3)c(-c3ccccc3)nc12	-5	-2	2	-0.3	2	-3	-7	2	4	4
O=C(CSc1nnc2ccccn12)NC(=O)c1ccccc1	0	0	1	1.6	11	17*	3	1	7	8
CCOC(=O)CC1(C)NC(=O)c2c(C)sc(C(=O)OCC)c2N1 (centres undefined)	-1	-1	-3	13*	2	-4	-9	-4	5	3
Cc1cccc(C)c1OCC(N)C(C)C (centres undefined)	1	0	-4	0.5	-6	-2	-8	-1	9	-4
CCN(CC)/C(=N/S(=O)(=O)c1ccc(C)cc1)c1ccccc1	1	4	3	0.4	2	0	0	6	-8	3
COc1ccc(CCNC(=O)c2csc3c2CCCC3)cc1	-1	-2	-1	0.1	3	1	9	3	0	-1
CC[C@@H](C)[C@@H](C(=O)N1CCN(C(=O)OC(C)(C)C)CC1)n1cc(CCC(=O)O)nn1	2	-4	-1	-0.2	1	-6	-2	4	5	7
O=C(NCC1CCN(Cc2ccc(Cl)cc2)CC1)C1CCCN(c2ncnc3c2nc2n3CCCCC2)C1 (centres undefined)	5	2	-7	0.6	-2	-4	-16	-4	-2	-7
COC(=O)C(C)NC(=O)CNS(=O)(=O)c1ccc(F)cc1 (centres undefined)	0	0	-1	-0.1	0	-5	0	2	5	1
Cc1cc(C)n(C(=O)c2ccc([N+](=O)[O-])cc2Cl)n1	-2	-3	2	-0.8	1	0	7	0	-4	-4
CCc1nc2c(OCCC3CCCCC3)cccn2c1N(C)C(=O)c1cccs1	1	1	-5	0.0	6	-4	-4	-2	-1	-8
CN1C(=O)c2cc(NC(=O)Cc3cccs3)ccc2OC[C@H]2O[C@@H](CC(=O)NCCCN3CCOCC3)CC[C@@H]21	2	3	4	0.1	-3	-5	0	10	nt	-3
Cc1cccc(OCCCC(=O)Nc2nnc(C3CCCO3)s2)c1C (centres undefined)	2	-2	-8	0.2	2	-2	7	-4	-1	4
O=C(NCc1cccnc1)c1cc2nc(-c3ccc4c(c3)OCO4)cc(C(F)(F)F)n2n1	8	1	-12	0.7	4	3	-9	0	6	1
O=C(Oc1c(Cl)cc(Cl)c2ccccc12)N1CCCC1	0	1	-1	0.5	9	2	5	4	3	-5
CC(=O)c1c(C)n(-c2ccccc2Br)c2ccc(O)cc12	4	0	4	0.8	0	1	-11	6	-6	-9
CCSc1nc2c(c(=O)[nH]1)C(c1ccncc1)C(C(=O)OC)=C(C)N2 (centres undefined)	-2	1	0	0.0	4	-5	6	5	0	-6
Cc1ccc(-c2nnc(-c3ccc4ccccc4c3)o2)cc1	3	-2	-1	-1.6	-3	4	4	-4	-5	-8
COC(=O)c1sccc1N/N=C/c1ccc(OC)c(OC)c1OC	0	-3	1	-3.8	-1	-2	0	5	2	-2
COc1ccc(OCC(O)Cn2cnc(-c3ccc(Br)cc3)c2)cc1 (centres undefined)	2	-1	0	0.5	-2	-1	-6	0	2	-6
O=C(COC(=O)COc1ccc(Cl)cc1Br)NCc1cccs1	-2	1	0	0.3	5	1	3	2	2	-2
COc1ccc(N(CC(=O)NC2CCCCC2)C(=O)CNC(=O)c2cccs2)cc1OC	4	2	1	0.2	0	0	6	-3	1	-6
Cc1ccccc1N1CCN(C2CCCN(C(=O)c3cc(CC(C)C)nn3C)C2)CC1 (centres undefined)	5	-2	-4	-0.1	-1	6	-8	-7	3	-2
CC1CCCC(=C\c2ccccc2)/C1=N/O (centres undefined)	-3	-3	0	-0.2	0	-2	-1	-2	0	7
CCC1c2ccccc2C(=O)C1C(N)=O (centres undefined)	-1	0	-3	-3.0	-4	-6	-7	-2	1	-6

Some of these compounds in order of molecular weight, descending.
SMILES	LEDGF integ inh	UHRF1 binding	PRMT1 inh	KLK7 zymogen act	Tn7 DDE FP	SIAE primary	TDP2 inh	MBD2 DNA inh	TCR-CD3 inh	DDE Tn6 FP inh
COc1ccc(N(CC(=O)NC2CCCCC2)C(=O)CNC(=O)c2cccs2)cc1OC	4	2	1	0.2	0	0	6	-3	1	-6
Cc1cccc(OCCCC(=O)Nc2nnc(C3CCCO3)s2)c1C (centres undefined)	2	-2	-8	0.2	2	-2	7	-4	-1	4
CC(=O)c1c(C)n(-c2ccccc2Br)c2ccc(O)cc12	4	0	4	0.8	0	1	-11	6	-6	-9
COc1ccc(CCNc2ccc([N+](=O)[O-])cn2)cc1	-5	-1	0	0.3	5	-4	-4	-8	3	5

4 entries from above, field by field.
CC1CCCC(=C\c2ccccc2)/C1=N/O (centres undefined)
  LEDGF integ inh: -3
  UHRF1 binding: -3
  PRMT1 inh: 0
  KLK7 zymogen act: -0.2
  Tn7 DDE FP: 0
  SIAE primary: -2
  TDP2 inh: -1
  MBD2 DNA inh: -2
  TCR-CD3 inh: 0
  DDE Tn6 FP inh: 7

COc1ccc(OCC(O)Cn2cnc(-c3ccc(Br)cc3)c2)cc1 (centres undefined)
  LEDGF integ inh: 2
  UHRF1 binding: -1
  PRMT1 inh: 0
  KLK7 zymogen act: 0.5
  Tn7 DDE FP: -2
  SIAE primary: -1
  TDP2 inh: -6
  MBD2 DNA inh: 0
  TCR-CD3 inh: 2
  DDE Tn6 FP inh: -6

Cc1ccccc1N1CCN(C2CCCN(C(=O)c3cc(CC(C)C)nn3C)C2)CC1 (centres undefined)
  LEDGF integ inh: 5
  UHRF1 binding: -2
  PRMT1 inh: -4
  KLK7 zymogen act: -0.1
  Tn7 DDE FP: -1
  SIAE primary: 6
  TDP2 inh: -8
  MBD2 DNA inh: -7
  TCR-CD3 inh: 3
  DDE Tn6 FP inh: -2

CCSc1nc2c(c(=O)[nH]1)C(c1ccncc1)C(C(=O)OC)=C(C)N2 (centres undefined)
  LEDGF integ inh: -2
  UHRF1 binding: 1
  PRMT1 inh: 0
  KLK7 zymogen act: 0.0
  Tn7 DDE FP: 4
  SIAE primary: -5
  TDP2 inh: 6
  MBD2 DNA inh: 5
  TCR-CD3 inh: 0
  DDE Tn6 FP inh: -6

With a hit mark in SIAE primary, among the entries above:
| Structure | LEDGF integ inh | UHRF1 binding | PRMT1 inh | KLK7 zymogen act | SIAE primary | TDP2 inh | MBD2 DNA inh | TCR-CD3 inh | DDE Tn6 FP inh |
| --- | --- | --- | --- | --- | --- | --- | --- | --- | --- |
| O=C(CSc1nnc2ccccn12)NC(=O)c1ccccc1 | 0 | 0 | 1 | 1.6 | 17* | 3 | 1 | 7 | 8 |

High-throughput results from PubChem BioAssay.
